mcGAS MS inh – blocks mouse cGAS cGAMP production. Q8C6L5. recombinant mouse cGAS, cGAMP by RapidFire MS. inhibition, % at 12.5 µM. 130,000 tested, 0.18% active. AID 1259397;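 active means inhibition of cGAS enzyme activity at or above 60%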;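 further: enzyme stimulated by 45 bp dsDNA with ATP and GTP substrates; cGAMP share of summed cGAMP plus half ATP and half GTP signals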
Target sequence (Q8C6L5 whole entry, looked up): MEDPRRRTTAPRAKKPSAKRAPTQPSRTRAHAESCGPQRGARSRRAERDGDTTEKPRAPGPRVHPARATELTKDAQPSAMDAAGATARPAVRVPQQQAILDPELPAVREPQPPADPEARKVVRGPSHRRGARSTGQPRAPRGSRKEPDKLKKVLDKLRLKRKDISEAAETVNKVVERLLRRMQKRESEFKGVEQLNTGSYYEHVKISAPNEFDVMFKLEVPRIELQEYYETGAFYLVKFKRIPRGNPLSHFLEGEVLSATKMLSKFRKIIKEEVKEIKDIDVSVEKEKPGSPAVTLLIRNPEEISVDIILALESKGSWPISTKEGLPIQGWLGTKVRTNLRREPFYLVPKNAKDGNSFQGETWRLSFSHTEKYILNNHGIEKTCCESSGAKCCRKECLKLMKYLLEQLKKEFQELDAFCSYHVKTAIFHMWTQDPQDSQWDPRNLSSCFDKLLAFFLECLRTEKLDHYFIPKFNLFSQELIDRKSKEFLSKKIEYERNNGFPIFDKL
Numbers without * were called inactive; & = joins results of further samples. An excerpt. The share of hits here may be higher or lower than overall.

mcGAS MS inh	Molecule
4	CCC(C)C(=O)Nc1cc(S(=O)(=O)N(CC)CC)ccc1N1CCCC1 (configuration not stated)
-9	O=C1CSC(c2ccccn2)N1c1ccccc1F (configuration not stated)
-6	Cc1noc(-c2ccc(NC(=O)CN3C(=O)CCC3=O)cc2)n1
9	O=S(=O)(/C=C/c1ccc(Cl)cc1)Oc1ccc(F)c(F)c1
-35	Cc1ncc([N+](=O)[O-])n1Cc1nc(N)nc(N(C)C)n1
1	CCCCOC(=O)C1=C(C)NC2=C(C(=O)CCC2)C1c1cccc(OC)c1OC (configuration not stated)
-6	C=C1C(C)(C)[C@H]2CC[C@]1(C(=O)N1CCn3cncc3C1)C2
-5	CC(Sc1nc(CC(=O)O)cs1)C(=O)Nc1cccnc1Cl (configuration not stated)
-2	CC(C)C(NC(=O)c1cn(-c2ccc3c(c2)OCCO3)nn1)c1ccc(F)cc1 (configuration not stated)
-6	CCn1nc(C(C)(C)C)cc1C(=O)N[C@@H](CC(C)C)C(=O)NCC#N
-6	O=C(NCCn1nc(-c2cccnc2)ccc1=O)Nc1ccc(F)cc1
-3	CC(=O)c1cc(CN2CCCC2c2ccccn2)cs1 (configuration not stated)
-4	CCOC(=O)c1sc2nc(C(C)NC3CCC(C)CC3)[nH]c(=O)c2c1C (configuration not stated)
-13	CN(CC(=O)Nc1ccccc1Br)C(=O)CCc1ncc(-c2ccccc2F)o1
-3	COc1ccc(CC(=O)NCc2cc(-c3ccc4c(c3)CC(C)O4)on2)cc1OC (configuration not stated)
-12	CCCCCCNC1CS(=O)(=O)CC1N1CCCC1 (configuration not stated)
-10	CN(C)C(CNC(=O)NCCS(=O)C(C)(C)C)C1CCCCC1 (configuration not stated)
5	c1csc(-c2csc3nc(CN4CCOCC4)nc(Sc4ncn[nH]4)c23)c1
-6	CCC(=O)c1ccc(OCC(=O)NNC(=O)c2cccc(S(=O)(=O)N(C)C)c2)cc1
-3	Cn1ccnc1SCCNc1ccc(-c2nccn2C)nn1
4	COC(=O)Cn1ncnc1Sc1nc2c(c(=O)n(C)c(=O)n2C)n1C
-3	CC(C)Cn1nnc2c(=O)oc3ccccc3c21
-6	CCC(=O)Nn1cnc2c(cnn2-c2cccc(Cl)c2)c1=O
-11	COc1cc(C(=O)NC2CCCC2)cc(Cl)c1OC
-15	OCC1(Cc2cccc(Cl)c2)CCCN(Cc2cn[nH]c2C2CCCCC2)C1 (configuration not stated)

In the list so far, 3 have an aryl methoxy group.
mcGAS MS inh	Molecule
1	CCCCOC(=O)C1=C(C)NC2=C(C(=O)CCC2)C1c1cccc(OC)c1OC (configuration not stated)
-3	COc1ccc(CC(=O)NCc2cc(-c3ccc4c(c3)CC(C)O4)on2)cc1OC (configuration not stated)
-11	COc1cc(C(=O)NC2CCCC2)cc(Cl)c1OC

Remaining list, next part
mcGAS MS inh	Molecule
8	COc1cccc(OCc2c(-c3ccccc3)nnn2CC(=O)Nc2ccc3c(c2)OCO3)c1
7	CSc1nnc(Cn2c(=O)sc3ccccc32)n1C
0	CCCc1nnc(C(=O)N(C)Cc2n[nH]c3c2CCC3)o1
-2	NC1CCN(c2ccccc2C(=O)NCc2cccc(F)c2)CC1
-12	Cc1nc2ccc(C(=O)N3CCC(c4cc(C(C)C)n[nH]4)CC3)cc2[nH]1
-12	COc1cc2c(cc1OC)C(C)N(C(=O)c1cn3c(n1)CNCC3)CC2 (configuration not stated)
0	N#Cc1c(N2CCCCCC2)ncc2cc3ccccc3nc12
-1	O=C(Nc1ccccc1Oc1cccnc1)C1CCCN(Cc2ccn[nH]2)C1 (configuration not stated)
6	CC1CC2CCCCC2N1CC(O)COCC1CCCO1 (configuration not stated)
-8	Cc1cc(Nc2ccc3c(c2)CC(=O)N3)nc(C2CC2)n1
-3	COc1ccc(-n2c(C)cc(C[N+](C)(C)C)c2C)cc1
3	O=C1C2=C(Nc3ccccc3SC2c2ccc(O)cc2)c2ccccc21 (configuration not stated)
-2	CCOc1cc(C2Nc3c(C)cccc3-c3cc(C)nn32)ccc1O (configuration not stated)
-9	Cc1cccc(NC(=O)NCCc2nnc3n2CCC3)c1Cl
9	CC1CCCCN1CCCOc1ccc2ccccc2c1 (configuration not stated)
-9	CC(O)c1cccc(Oc2ncnc3sc(-c4ccccc4)cc23)c1 (configuration not stated)
17	Cc1ccc(S(=O)(=O)NC(=O)CN2CCCCCC2=O)c(C)c1
-5	CN(CC(N)=O)c1ccc(S(=O)(=O)C(F)(F)F)cc1
-8	CNC(=O)C(C)(C)NC(=O)CC1COc2ccc(C(=O)N(C)C)cc2N1C (configuration not stated)
-3	COc1ccc(N2CCN(Cc3nc4c(c(=O)n(C)c(=O)n4C)n3C(C)C(C)=O)CC2)cc1 (configuration not stated)
-3	COc1ccccc1C(NC(=O)c1ccc(C)[nH]c1=O)c1ccccc1 (configuration not stated)
-10	COc1c(C)cnc(CN(C)C(=O)Nc2cc(F)ccc2F)c1C
-27	O=C(CSc1nc2c(cnn2CCO)c(=O)[nH]1)N1CCCCCC1
-5	O=C(CCC1NC(=O)c2ccccc2NC1=O)NCCc1ccccc1 (configuration not stated)
-7	Clc1ccc(C2NCCS2)c(Cl)c1 (configuration not stated)

mcGAS MS inh	Molecule
-13	O=C(NCCc1nc(-c2cccnc2)n[nH]1)c1cccc2c1OCC2
-8	O=C(CCc1cccs1)Nc1ccnn1C1CCCCC1
-3	CN(C)c1c(F)cc(NC(=O)C2CCOC2)cc1F (configuration not stated)
-9	CC1=C(c2ccc(F)cc2)[N+](=O)C(C)(C)N1[O-]
-5	CCC(C)N(Cc1ccc(C(=O)OC)o1)Cc1cccs1 (configuration not stated)
-7&-1	CC(C)C(=O)N1CCC(NC(=O)c2cccc3cccnc23)CC1
-2	O=C(CSc1ncnc2sc3c(c12)CCCC3)NC1CC1
-7&-5	COc1ccc(CN2CCNC(=O)C2CC(=O)N(C)Cc2cnn(C)c2)c(C)c1C (configuration not stated)
-8	COCc1nn2c(nnc3c(=O)n(CCC4=CCCCC4)ccc32)c1-c1ccc(F)cc1
-5	COc1cccc(N2CCNC(C)C2=O)c1 (configuration not stated)
-5	Cc1cc2oc3c(c(=O)c2cc1Cl)C(c1ccc(Cl)cc1)N(c1nccs1)C3=O (configuration not stated)
-17	O=C(NCc1cc(=O)[nH]cn1)c1cccc2ccnn12
-11	O=C1CCCCCN1Cc1nn(CN2CCCC(C(F)(F)F)C2)c(=S)n1-c1cccnc1 (configuration not stated)
2	CC(Sc1n[nH]c(N)n1)c1cccc2ccccc12 (configuration not stated)
2	C[C@H](CCC(=O)NCC(=O)N1CCN(c2ccccc2Cl)CC1)[C@H]1CC[C@H]2[C@@H]3[C@H](O)C[C@@H]4C[C@H](O)CC[C@]4(C)[C@H]3C[C@H](O)[C@]12C
-6	CCC(C)Oc1ccc(C#N)cc1 (configuration not stated)
-10	Cc1ccc(CN2CCN(c3ccncc3F)CC2)cc1
1	CC1COCCN1C(=O)NC(c1cc(F)ccc1F)C1CC1 (configuration not stated)
-24	CNC(=O)NC(=O)C(C)Sc1nnc(SCC(C)C)s1 (configuration not stated)
-20	COC(Cn1ccnc1-c1cccc2nonc12)c1cccs1 (configuration not stated)
-3	O=C(NCC1CCCO1)C1CCN(C2CCN(C3CCSCC3)CC2)CC1 (configuration not stated)
2	CC(CNC1CCNCC1)N(C)c1ccccc1 (configuration not stated)
-12	O=C(C1CC2(CCNCC2)CN1)N1CCCN(Cc2ccccn2)CC1 (configuration not stated)
-12	COc1ccccc1NC(=O)C(C)(C)Oc1ccc(Cl)cc1
-8	CCn1c(=O)n(CCC(=O)Nc2cccc(C)c2)c2ccccc21

mcGAS MS inh	Molecule
0	COc1cccc2c(SCC(=O)N(C)c3ccccc3)nccc12
-1	O=C(Nc1cccc(-n2cccn2)c1)C1CCCN(C2CCOCC2)C1 (configuration not stated)
16	Cc1cc(C)n(C)c(=O)c1C(=O)N(C)Cc1cc2cc(F)ccc2[nH]1
-1	CCOc1cc(/C=C(/C#N)c2ccc(C(=O)O)cc2)ccc1OCC(N)=O
7	OCC(S)CS (configuration not stated)
-4	COc1ccc(-c2nnco2)cc1
-7	Cc1ccccc1C1c2[nH]c3ccccc3c2CCN1C(=O)c1nn(C)c(=O)c2ccccc12 (configuration not stated)
-1	O=C1CCCN1c1cccc(NC2c3ccccc3-c3ccccc32)c1
-31	O=C(c1cn(-c2ccccc2)nn1)N1CCC(c2ccccc2Cl)C1 (configuration not stated)
-8	O=C(Nc1ccccc1)N1CCC(C(=O)N2CC(C(=O)N3CCOCC3)Oc3ccccc32)CC1 (configuration not stated)
-9	CC1CC(NC(=O)N(C)C)N(C)C(=O)N1 (configuration not stated)
-15	COc1ccccc1N1C(=O)c2c(n[nH]c2C)NC1/C(C)=C/c1ccccc1 (configuration not stated)
0	CC(NC(=O)CN1CCCC(O)C1)c1cccc2ccccc12 (configuration not stated)
-6	CN(c1ccccc1)S(=O)(=O)c1cccc(NC(=O)C2CC2)c1
1	O=C(Nc1nc2c(s1)CCCC2C(=O)N1CCN(c2ccccc2)CC1)c1ccccc1 (configuration not stated)
-33	CCN(C)c1ccnc(N2CCN(Cc3cc(F)ccc3F)CC2)n1
-15	CCCC(C)c1cc(N)n[nH]1 (configuration not stated)
-9	Cc1cc(C)cc(CC(=O)N2CCC2(C)C(=O)NS(=O)(=O)c2ccc(Cl)s2)c1 (configuration not stated)
-32	Cc1nn(C)c(C)c1S(=O)(=O)N1CC(c2ccccn2)C1
6	O=C(NC1(c2ccccc2)CCC1)c1nc(N2CCCC2)ncc1Cl
6	Cc1nc(C(C)C)cc(N2[C@@H]3CC[C@H]2CC(O)C3)n1 (some centres not stated)
-1	CC1=C(C(=O)N(CC2CCN(Cc3ccccc3C)CC2)CC2CCCO2)OCCO1 (configuration not stated)
-3	O=C(NCCO)C(=O)N1CCOCC1
-7	COc1cccc(OC)c1C(=O)N1CCN(C(C(=O)NC(C)c2ccccc2)C2CCCC2)CC1 (configuration not stated)
-8	CCC(C)C1NC2(CCN(C(=O)CC(C)C)CC2)N(Cc2cccc(C(F)(F)F)c2)C1=O (configuration not stated)

mcGAS MS inh	Molecule
-2	O=C(c1cc(S(=O)(=O)Nc2cccc(C(F)(F)F)c2)c(Cl)cc1Cl)N1CCC1
-8	N#Cc1ccc(C(F)(F)F)nc1NC1CCCCCC1CO (configuration not stated)
0	C=CCC(CC=C)(NC(=O)c1ccccc1)c1ccccc1
-10	CN(C)CCCNc1nc2cc(-c3cnn(C)c3)sc2c(=O)n1C
-2	Cc1cccc(C(=O)NCc2nnc3n2CCC3)c1C
-7	Cc1ccc(C(O)c2ncc(-c3ccccc3Cl)[nH]2)cc1F (configuration not stated)
1	COc1ccc(Br)c2[nH]c(C(=O)N(C)C)cc12
-4	Cc1cc(/C=C/C(=O)N2CCN(CC(=O)Nc3cccc(F)c3)CC2)c(C)n1C1CC1
-8	CN(C)c1ccc(C(=O)N2CCCC(CCC(=O)NCc3ccccc3F)C2)cc1 (configuration not stated)
-13	CCCCNC(=O)C1(C)CCN1CCc1ccccc1 (configuration not stated)
-2	Fc1ccc(Nc2c3c(nc4nncn24)CCC3)cc1
-15	c1ccc(-c2nc3cc4ccccc4cc3[nH]2)nc1
-1	Cn1c(C(C#N)C(=O)c2n[nH]c(=O)c3ccccc23)nc2ccccc21 (configuration not stated)
-6	COC(=O)c1ccc(C2SC[C@H]3C(=O)N(C)C(=S)N23)cc1 (some centres not stated)
-9	O=C(c1ccc(-c2ccccc2F)o1)N1CCC(O)CC1
-20	COc1ccccc1CNc1nc(-c2cccnc2)nn1C(=O)C1CC1
-11	Nc1cc(C(=O)N2CCCCC2)cc(Cl)n1
3	CC(=O)Nc1sc2c(c1-c1nc3ccccc3s1)CCN(C(C)=O)C2
-14	O=C(Cc1[nH]nc2ccccc12)N1CCC(CN2CCOCC2)C1 (configuration not stated)
3	CCOC(=O)Cc1csc(NC(=O)c2cccs2)n1
7	CC(=O)c1nnc2c(-c3ccccc3)c(C)nn2c1C
-58	Brc1ccc(C2Nc3ccc(Br)cc3C(c3ccccc3)O2)cc1 (configuration not stated)
-4	CNC(=O)NC(=O)CNc1ccccc1Cc1ccccc1
-8	COCc1nc(N[C@@H](C)c2ncccc2C)c2cnn(C)c2n1
0	CCN(C(C)=O)C1CCN(c2nccc(CCC(F)(F)F)n2)C1 (configuration not stated)

Looked up above:
`CC(=O)c1nnc2c(-c3ccccc3)c(C)nn2c1C` in mcGAS MS inh has 7
`CN(C)CCCNc1nc2cc(-c3cnn(C)c3)sc2c(=O)n1C` in mcGAS MS inh has -10
`COc1ccccc1CNc1nc(-c2cccnc2)nn1C(=O)C1CC1` in mcGAS MS inh has -20
`COCc1nc(N[C@@H](C)c2ncccc2C)c2cnn(C)c2n1` in mcGAS MS inh has -8

An excerpt of these results, with tabs.
mol	mcGAS MS inh
Brc1ccc(C2Nc3ccc(Br)cc3C(c3ccccc3)O2)cc1 (configuration not stated)	-58
CNC(=O)NC(=O)CNc1ccccc1Cc1ccccc1	-4
COCc1nc(N[C@@H](C)c2ncccc2C)c2cnn(C)c2n1	-8

Back to the main list with the three entries that preceded the break.
mcGAS MS inh	Molecule
-4	CNC(=O)NC(=O)CNc1ccccc1Cc1ccccc1
-8	COCc1nc(N[C@@H](C)c2ncccc2C)c2cnn(C)c2n1
0	CCN(C(C)=O)C1CCN(c2nccc(CCC(F)(F)F)n2)C1 (configuration not stated)
-10	Cn1c(=O)c2c(=O)cc(Cl)[nH]c2n(C)c1=O
-3	CCn1cc(-c2c(-c3ccccc3)ncn2Cc2sc(COC)nc2C)c(C)n1
35	Cc1cc(CN(C)Cc2cc3cc4c(cc3[nH]c2=O)CCC4)no1
-10	CC(C)Cc1cc(NS(=O)(=O)/C=C/c2ccccc2Br)n[nH]1
-2	COc1ccccc1N1CCN(C(=O)CC23CC4CC(CC(C4)C2)C3)CC1
